S1P4 antagonist – blocks the human S1P4 receptor; O95977; S1P4-expressing cells, antagonist mode, reporter read-out; inhibition, % at 4.98 µM; 220,000 compounds, 0.26% hits; AID 1510; in the data active = inhibition above about 29%;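 also: 0% = wells stimulated with agonist and 100% = vehicle wells without agonist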
Target sequence (O95977 whole entry, looked up): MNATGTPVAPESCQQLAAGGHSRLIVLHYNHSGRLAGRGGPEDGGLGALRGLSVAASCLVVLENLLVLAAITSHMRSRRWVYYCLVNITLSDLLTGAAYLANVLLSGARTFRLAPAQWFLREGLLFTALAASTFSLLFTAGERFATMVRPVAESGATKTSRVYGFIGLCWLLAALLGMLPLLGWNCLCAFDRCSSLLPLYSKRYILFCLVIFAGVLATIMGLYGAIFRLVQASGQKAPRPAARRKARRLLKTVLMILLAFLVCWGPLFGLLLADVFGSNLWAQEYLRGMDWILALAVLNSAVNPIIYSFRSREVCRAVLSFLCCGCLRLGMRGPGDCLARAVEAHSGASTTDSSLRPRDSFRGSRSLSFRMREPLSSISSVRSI
NPY-Y1 antag – blocks the human neuropeptide Y Y1 receptor; HEK293-CNG Y1 cells, membrane potential fluorescence; NPY at EC95, then isoproterenol; inhibition, % at 3.6 µM; 200,000 compounds, 1% hits; AID 1040;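 active = inhibition above the campaign mean inhibition of all tested compounds plus 3 SD, cut at about 20% in these data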;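 also: 0% = DMSO wells given NPY plus isoproterenol and 100% = isoproterenol alone without NPY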
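Material: HEK293 cells with Y1 receptor plus CNG channel; times: compound incubation 1 h at room temperature, readout 45 min post-stimulation; signal: fluorescence, membrane potential probe; read-out basis: fluorescence ratio normalized to % inhibition between controls; benchmarks: full-block control isoproterenol-only wells, zero-block control NPY plus isoproterenol wells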
p97 ATPase inh – human p97 ATPase inhibition. recombinant p97 ATPase, Kinase-Glo ATP luminescence, 3 h. 220,000 compounds, 0.42% hits. inhibition, % at 8 µM. AID 1481. P55072; in the data active = inhibition above about 15%;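 also: 0% = DMSO vehicle and 100% = wells lacking enzyme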
EP2 mod – modulators of human EP2 prostaglandin E2 receptor. P43116. EP2-expressing cells, cAMP HTRF FRET, PGE2 co-stimulation. induction, % at 25 µM. 260,000 compounds, 0.83% hits;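 active = compounds whose cAMP rise, as percent of the full-agonist control response, exceeds 60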;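 also: rat C6 glioma line stably carrying human EP2 under a CMV promoter; the protocol text gives 20 µM as final concentration; 100% = response of wells given 1 µM PGE2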
NPY-Y2 PAM-ag – potentiators or agonists of human neuropeptide Y receptor Y2. cells expressing NPY-Y2, potentiator/agonist read-out. activation, % at 3.6 µM. 220,000 compounds, 0.45% hits; in the data active = activation above about 27%;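 also: cells stimulated with NPY near EC25 plus isoproterenol at EC100; 0% = vehicle plus submaximal agonist and 100% = vehicle plus saturating agonist; some results beyond the cut were filed as inactive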
Target sequence (P49146 whole entry, looked up): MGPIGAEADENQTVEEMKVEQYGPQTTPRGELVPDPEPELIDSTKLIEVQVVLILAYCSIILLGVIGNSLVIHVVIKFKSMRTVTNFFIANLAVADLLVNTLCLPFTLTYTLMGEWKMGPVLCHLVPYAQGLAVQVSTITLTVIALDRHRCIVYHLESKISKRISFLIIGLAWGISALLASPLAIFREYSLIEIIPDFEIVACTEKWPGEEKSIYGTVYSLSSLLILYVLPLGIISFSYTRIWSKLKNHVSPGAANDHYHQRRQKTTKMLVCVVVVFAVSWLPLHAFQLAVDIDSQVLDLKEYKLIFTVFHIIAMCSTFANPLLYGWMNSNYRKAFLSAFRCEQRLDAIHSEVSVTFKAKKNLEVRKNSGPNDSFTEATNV
NPY1 pot ag – potentiates or activates human NPY-Y1 receptor; NPY-Y1 expressing cells, potentiator/agonist activation; activation, % at 3.6 µM; 220,000 compounds, 0.37% hits; in the data active = activation above about 33%, passing the limit was not always enough;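 also: cells stimulated with NPY at EC10 then isoproterenol at EC100; 0% = low agonist plus stimulus and 100% = saturating agonist plus stimulus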
S1P4 agonist – agonists of human S1P4 receptor. S1P4-expressing cell line, agonist reporter assay. activation, % at 4.98 µM. 220,000 compounds, 0.35% hits. AID 1509; in the data active = activation above about 11%;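 also: 0% = DMSO vehicle and 100% = reference agonist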
PGE2 EP2 inh – blocks the human prostaglandin E2 receptor EP2; C6 glioma cells expressing human EP2, cAMP TR-FRET; cells stimulated with saturating PGE2; inhibition, % at 25 µM; 260,000 compounds, 0.52% hits;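 active = percent inhibition above 40 after rounding to a whole number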;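 also: rat C6 glioma host cells with rolipram phosphodiesterase inhibitor present; the protocol text gives 20 µM as final concentration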
eIF4E-4G inh – eIF4E/eIF4G interaction inhibition in translation initiation | P63073+Q04637 | AID 782 | inhibition, % at 21.7 µM | TR-FRET eIF4E-eIF4GI(517-606) binding, 2 h | 220,000 compounds, 0.37% hits;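 active = inhibition above about 30%, limit read from the data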;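 also: 0% = full FRET control wells and 100% = background wells lacking eIF4GI fragment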
Starred values were filed as active, the others as inactive; . = no result given; & = joins results of further samples; [ ] = another dose, or the depositor's remark. Only part of the results is shown. The share of hits here may be higher or lower than overall.

SMILES	S1P4 antagonist	NPY-Y1 antag	p97 ATPase inh	EP2 mod	NPY-Y2 PAM-ag	NPY1 pot ag	S1P4 agonist	PGE2 EP2 inh	eIF4E-4G inh
Fc1ccc(Cl)cc1/C=N/n1cnnc1SCc1ccccc1	-4	17	-2	-50	-14	-15	-0.3	5	7
CCc1c(C)[nH]n(-c2nc(-c3ccccc3)cs2)c1=O	-10	-1	5	-13	-8	-13	-0.4	3	0
OCCCN=c1cc(-c2ccccc2)oc2ccc(Cl)cc12	-9	-5	2	15	4	20	-2.7	1	11[fluorescence artefact?]
O=C(Cn1cnc([N+](=O)[O-])n1)N/N=C/c1cc(Cl)ccc1O	-1	-2	5	8	4	12	-0.3	5	-1
O=C(C1=C(O)C(=O)N(CCOCCO)C1c1cccs1)c1cccs1 (configuration not stated)	-7	3	-1	27	12	5	0.5	20	0
CCC(C)NC(=O)C1CCC(=O)N(c2ccc3c(c2)OCO3)C1c1ccc(OC)cc1 (configuration not stated)	-6	-4	3	7	-3	-1	1.4	11	3
Cc1ccc(-c2nnn(CC(=O)N(CC(=O)NC3CCCCC3)c3cnc4ccccc4c3)n2)o1	-17	5	6	.	-9	-4	0.2	8	.
COc1ccc(OC)c(Nc2ncnc3c2cnn3-c2cccc(C)c2)c1	-7	18	1	42	-18	-5	-3.2	8	0[fluorescence artefact?]
Nc1nc(NCCCN2CCOCC2)nc(Nc2ccccc2F)c1[N+](=O)[O-]	11	.	3	-24	-8	7	-1.3	9	1
COc1ccc(C(=O)NCc2cccnc2)cc1S(=O)(=O)N1CCOCC1	2	3	5	9	0	-4	-1.8	-2	-4
COc1ccc(C(=O)n2c(-c3ccco3)nc3ccccc32)cc1	10	23*	4	2	-17	-30	0.2	17	1
CCCC(=O)Nc1cccc(NC(=O)c2cccc([N+](=O)[O-])c2C)c1	0	0	-3	-46	11	-15	-0.7	12	-6[fluorescence artefact?]

Reprinted at random: two records from the list
SMILES	S1P4 antagonist	NPY-Y1 antag	p97 ATPase inh	EP2 mod	NPY-Y2 PAM-ag	NPY1 pot ag	S1P4 agonist	PGE2 EP2 inh	eIF4E-4G inh
COc1ccc(OC)c(Nc2ncnc3c2cnn3-c2cccc(C)c2)c1	-7	18	1	42	-18	-5	-3.2	8	0[fluorescence artefact?]
Fc1ccc(Cl)cc1/C=N/n1cnnc1SCc1ccccc1	-4	17	-2	-50	-14	-15	-0.3	5	7

Later entries
SMILES	S1P4 antagonist	NPY-Y1 antag	p97 ATPase inh	EP2 mod	NPY-Y2 PAM-ag	NPY1 pot ag	S1P4 agonist	PGE2 EP2 inh	eIF4E-4G inh
Cc1cc(NC(=O)CSc2nnc(-c3cccs3)n2N)no1	-3	5	-1	21	12	-9	-0.3	15	-6
Cc1ccc(Cl)cc1N1CCN(C(=O)CCS(=O)(=O)c2cccc3nonc23)CC1	-22	1	2	-7	8	-5	3.2	2	4[fluorescence artefact?]
Cn1c(=O)c2c(-c3ccccc3)n3c4ccccc4ncc3c2n(C)c1=O	-4	4	4	.	13	1	-0.1	18	.
O=C(COC(=O)c1ccc[nH]c1=O)NCCc1ccc(Cl)cc1Cl	0	.	-5	3	1	-7	1.3	2	-3
Cc1nc(/C(N)=N/OC(=O)c2ccccc2Cl)c(C(F)(F)F)o1	14	.	-18	-11	3	-18	-1.6	7	1
C=CCc1ccccc1OCCSc1nc2ccc([N+](=O)[O-])cc2s1	-6	21*	-1	6	-2	2	-0.1	12	3[fluorescence artefact?]
COc1ccc(CCN2C(=O)CC(NC34CC5CC(CC(C5)C3)C4)C2=O)cc1OC (configuration not stated)	17	-4	-5	-21	-9	3	1.7	3	-2
O=P(OC1CCCCC1)(OC1CCCCC1)C(O)c1c(Cl)cccc1Cl (configuration not stated)	-5	-1	-6	14	5	-15	-1.2	5	1
CCNc1ccc(C(=O)OCC)cc1NC(=O)c1cccc(N(C)C)c1	9	9	-2	1	-15	-15	-0.9	8	11
CCOC(=O)c1cnc(-c2ccccc2)nc1Oc1cccc(Cl)c1	-11	2	0	58	-21	21	-0.1	11	-3
COc1ccc2[nH]c(=O)c(CN(CCO)C(=O)NCc3ccccc3)cc2c1	-2	-2	-1	12&2	3	-25	2.8	2&-1	4
CCCCCCCCCC(=O)N/N=C(\C)c1cccnc1	3	13	-2	-30	-17	-33	2.2	4	0
OC(COCc1ccc2c(c1)OCO2)CN1CCC(Cc2ccccc2)CC1 (configuration not stated)	-10	3	-1	-16	18	16	-1.1	4	-6
Cc1c(C(=O)N2CCN(C)CC2)oc2c1C(=O)CC(C)(C)C2	-24	2	2	8	-10	5	0.0	8	-1
Cc1cc(=O)oc2c1c(C)nn2-c1cccc(Cl)c1	1	-4	1	-12	6	-8	-0.8	11	1
O=C(NCCN1CCOCC1)C(=O)NCc1ccc2c(c1)OCO2	0	-2	2	0	-8	-10	-1.6	8	-2
Cc1ccc(NC(=O)/C=C/c2cccs2)c([N+](=O)[O-])c1	-15	0	1	-27	4	-14	-0.9	3	4
Cc1nnc(NC(=O)CCSCCC(=O)Nc2nnc(C)s2)s1	-19	-6	1	25	17	-2	1.4	5	10
COC(=O)COc1ccc(S(=O)(=O)Nc2ccc(C(N)=O)cc2)cc1	0	2	5	-14	8	-10	-1.5	18	2[fluorescence artefact?]
COc1ccc(N=C2SCC(c3ccc(C)cc3)=NN2CCO)cc1	-11	.	2	-10	8	2	2.5	3	-6
CCOc1ccc(NC(=O)CC2NCCNC2=O)cc1 (configuration not stated)	4	2	-1	1	4	-11	1.8	8	-1
Cc1ccccc1NC(=O)c1cc(S(=O)(=O)N2CCCCC2)cs1	7	-5	4	4	22	25	-0.4	12	3
CCNC(=O)COn1c(SCC(=O)NCC)nc2ccccc2c1=O	13	1	7	-1	6	7	0.9	11	6
Cc1cc2n(n1)C(c1ccsc1)Nc1ccccc1-2 (configuration not stated)	-3	-5	-9	56&60	-12	-27	0.5	6&7	.
Cc1ccc(C2(c3ccc(C)cc3)NC(=O)N(Cc3c(C)noc3C)C2=O)cc1	11	4	3	57	-2	8	1.3	10	0
COc1cc(OC)cc(-n2nc(C(=O)N3CC(C)CC(C)C3)c3ccccc3c2=O)c1 (configuration not stated)	-6	-1	0	51	-26	11	-1.6	5	5
Cc1nn(C(=O)c2ccc([N+](=O)[O-])cc2)c(C)c1Br	10	.	13	24	-21	8	-0.4	16	5
O=C(Nc1ncc2c(n1)-c1ccccc1CC2)c1ccc(Cl)cc1	-8	10	-4	-8	-20	-47	1.0	4	3
O=C1/C(=C/Nc2cccc([N+](=O)[O-])c2)CCc2ccccc21	-4	-1	1	-9	2	-2	0.1	9	-1
O=C(NC1CC1)C(=O)c1c(-c2ccccc2)[nH]c2ccccc12	10	-3	1	10	4	2	0.2	13	4
COc1ccc(O)c(-c2cc(C(F)(F)C(F)F)nc(-c3ccccc3)n2)c1	-4	6	5	1	0	13	1.3	4	0
CCn1c(COc2ccccc2C)nnc1SCc1nc2ccccc2c(=O)[nH]1	1	1	0	26	-3	1	-0.8	5	-2
COc1ccc(C(=O)N=S2CCN(C(=O)c3ccc(Cl)cc3)CC2)cc1	9	.	6	-38	4	10	1.3	9	-3
CC(NC1CCCC1)C(=O)Nc1ccccc1-c1ccccc1 (configuration not stated)	-3	11	-5	37	-14	-33	-0.6	9	0[fluorescence artefact?]
COCCCNc1ncnc2ccc(C)cc12	-14	-4	3	-5	17	3	-1.2	16	10
CCOC(=O)c1ccc(COC(=O)CNC(=O)CNC(=O)c2ccc(OC)cc2)o1	-3	0	2	10	9	-3	2.4	15	-10
COc1ccc(C)cc1N(CC(=O)Nc1cccnc1)S(=O)(=O)c1ccccc1	0	3	4	-18	-17	5	-0.4	14	3
CC(=O)c1ccc(NC(=O)CN2C(=O)/C(=C/C=C/c3ccccc3)SC2=S)cc1	-7	-1	7	-8	16	-4	-0.2	7	-6
COC(=O)c1sc(NC(=O)C(C)c2ccccc2)nc1C (configuration not stated)	6	8	1	6	3	18	0.1	5	7[fluorescence artefact?]
CC1(C)CCC(C)(C)NC(=S)N1	-9	-2	4	4	-6	1	-3.1	0	-1
CN(C(=O)COC(=O)c1ccc(S(=O)(=O)N2CCOCC2)cc1)C1CCCCC1	-8	4	2	-8	7	1	0.5	6	2
O=C(CC1SC(=Nc2ccccc2F)N(CCN2CCOCC2)C1=O)Nc1ccc(F)cc1F (configuration not stated)	6	7	-1	26	-3	1	0.8	7	-2
O=C1CC(c2ccccc2)CC(O)=C1C=NCCN1CCN(Cc2ccccc2)CC1 (configuration not stated)	-13	.	6	-9	-12	-23	-1.1	10	2
Cc1ccc(CSc2nnc3c(n2)OC2(Nc4ccccc4-3)C(=O)Nc3ccc(F)cc32)cc1 (configuration not stated)	-13	10	3	-7	8	-17	-1.6	22	6
O=C(CSc1nnc(Cc2ccccc2)o1)N1CCCc2ccccc21	-12	-1	-8	-15	-16	-20	-1.1	32	-5
Cc1cc(C)c2c(c1)/C(=N/Nc1ccc(S(N)(=O)=O)cc1[N+](=O)[O-])CCC2	-1	0	-2	7	-4	13	-2.3	10	-9
CCOC(=O)c1ccc(C(=O)OCC)nc1	-4	-3	4	-5&-4	-2	-1	-0.2	7&10	-6
Cc1ccccc1Cn1nc(C)c(NC(=O)c2noc3c2CCCC3)c1C	-9	2	-3	9	-3	-31	0.7	3	-3[fluorescence artefact?]
CC(C)NC(=O)c1cc2c(-c3ccc(Cl)cc3)nn(C)c2s1	-3	3	4	-12	-10	6	1.2	17	1
Cc1cc(NC(=O)CN2C(=O)NC3(CCC(C)CC3)C2=O)no1 (configuration not stated)	-8	2	-4	20	-6	-9	-0.4	4	1[fluorescence artefact?]
O=C1Nc2ccccc2/C1=C/c1cccnc1	11	3	10	-38	3	17	-0.5	6	-6
O=C(O)c1ccccc1C(=O)NCc1cccnc1	-5	8	0	44	-5	5	1.0	12	1
O=C(c1ccc(CS(=O)(=O)c2ccccc2)o1)N1CCOCC1	8	3	-2	-11	8	6	-0.6	15	4
O=C(O)/C(=C\c1cccc([N+](=O)[O-])c1)c1ccc(S(=O)(=O)N2CCCCC2)s1	24	.	-1	-14	-16	-12	-0.2	12	13
COc1ccc([N+](=O)[O-])cc1NC(=O)C1CCCCC1C(=O)O (configuration not stated)	5	4	0	44	-1	-15	0.6	8	0
Fc1cccc(Cl)c1/C=N/n1c(-c2cccnc2)n[nH]c1=S	-15	8	-3	4	-6	-6	0.2	13	22
Cc1oc(C(C)(C)C)cc1C(=O)Nc1ccc(C(=O)O)cc1	-9	-3	-3	-12	0	19	2.3	-2	2[fluorescence artefact?]
O=C(c1ccccc1)c1cc([N+](=O)[O-])ccc1N1CCOCC1	-19	10	-3	19	0	-29	1.6	13	-1
Cc1c(C(c2cccs2)c2c(C)n(C)n(-c3ccccc3)c2=O)c(=O)n(-c2ccccc2)n1C	7	.	4	6	7	4	-0.7	8	-5
Cc1ccc(C)c(NS(=O)(=O)c2cc(C(=O)Nc3cccc(N(C)S(C)(=O)=O)c3)ccc2C)c1	-23	-6	-2	-18	6	19	-3.2	8	-13
Next entries:
SMILES	S1P4 antagonist	NPY-Y1 antag	p97 ATPase inh	EP2 mod	NPY-Y2 PAM-ag	NPY1 pot ag	S1P4 agonist	PGE2 EP2 inh	eIF4E-4G inh
CC1=C(C#N)C(/C=N/OCc2ccc(F)cc2Cl)CC(=O)N1 (configuration not stated)	-21	-2	-2	-34	-1	-7	0.0	8	0
COC(=O)c1nnn(-c2nonc2N)c1CSc1ccccn1	-11	-5	-3	0	12	-10	-0.5	13	7
Clc1ccc(-c2noc(CCCc3ccccc3)n2)cc1	-12	1	1	4	6	2	1.6	10	5
O=C(NN1CCCCC1)c1ccccc1	4	2	3	-15	5	-8	-1.7	4	3
